Compound activity deposited in PubChem by The Scripps Research Institute Molecular Screening Center.
MITF inh: inhibitors of human MITF | inhibition, % at 2.6 µM | AlphaScreen MITF homodimerization, bead proximity signal | O75030 | 650,000 compounds, 0.91% hits | AID 1259374; in the data active means inhibition above about 50%;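 further: 0% = vehicle wells with protein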
Target sequence (O75030 whole entry, looked up): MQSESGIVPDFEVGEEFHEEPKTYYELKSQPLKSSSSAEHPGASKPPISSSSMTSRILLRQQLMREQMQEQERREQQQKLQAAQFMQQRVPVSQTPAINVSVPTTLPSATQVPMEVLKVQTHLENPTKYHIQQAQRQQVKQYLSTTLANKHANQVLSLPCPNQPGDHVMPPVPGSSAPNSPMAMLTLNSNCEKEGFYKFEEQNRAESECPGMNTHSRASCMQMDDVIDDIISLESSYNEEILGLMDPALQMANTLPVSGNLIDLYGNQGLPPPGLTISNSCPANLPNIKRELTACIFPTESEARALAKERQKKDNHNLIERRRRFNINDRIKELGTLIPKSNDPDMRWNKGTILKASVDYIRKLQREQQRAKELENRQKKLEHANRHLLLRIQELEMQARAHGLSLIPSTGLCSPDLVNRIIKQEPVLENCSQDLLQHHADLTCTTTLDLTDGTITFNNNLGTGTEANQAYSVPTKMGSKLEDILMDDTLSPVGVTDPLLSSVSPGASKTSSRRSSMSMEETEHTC
FBW7 activator: human FBW7 E3 ligase activation, primary screen; Q969H0; AID 1259310; 650,000 compounds, 0.13% hits; AlphaScreen FBW7–phospho-cyclin E peptide binding, activator screen; normalized activity (activation), % at 26.1 µM; in the data active means normalized activity above about 1.9%;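 further: purified mutant Fbw7 with reduced substrate affinity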
GPR151 activ: human GPR151 activation; AID 1508602; PathHunter beta-arrestin GPR151 cells, luminescence; Q8TDV0; activation, % at 11.2 µM; 650,000 compounds, 1% hits; in the data active means activation above about 4.9%;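 further: 0% = median of compound wells and 100% = cells with positive control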
Target sequence (Q8TDV0 whole entry, looked up): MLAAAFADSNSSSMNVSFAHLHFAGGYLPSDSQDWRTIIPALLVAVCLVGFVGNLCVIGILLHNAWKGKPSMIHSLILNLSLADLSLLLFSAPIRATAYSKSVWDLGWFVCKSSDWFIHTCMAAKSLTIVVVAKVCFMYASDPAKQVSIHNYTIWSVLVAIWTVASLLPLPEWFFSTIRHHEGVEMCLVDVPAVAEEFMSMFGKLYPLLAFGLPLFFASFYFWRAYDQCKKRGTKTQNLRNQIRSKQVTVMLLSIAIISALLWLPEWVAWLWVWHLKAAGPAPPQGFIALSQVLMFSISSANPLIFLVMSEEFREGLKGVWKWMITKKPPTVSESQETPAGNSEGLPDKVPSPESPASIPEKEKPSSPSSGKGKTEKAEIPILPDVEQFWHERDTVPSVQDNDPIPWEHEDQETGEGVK
TEAD-YAP block: TEAD-YAP interaction inhibition; HEK-TIYL cells, TEAD-Gal4/YAP UAS-luciferase luminescence; inhibition, % at 9.12 µM; 640,000 compounds, 1.4% hits; AID 1259422; in the data active means inhibition above about 32%;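 further: 0% = median of test compound wells and 100% = reference inhibitor wells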
* hit, by the source's call. Compounds as they come. About 3.4% of those tested had a hit in this group.

CC1=C(C(=O)OC2CCCC2)C(c2ccc(N(C)C)cc2)C2=C(CC(c3ccccc3)CC2=O)N1 (configuration not stated) was read as MITF inh 24, FBW7 activator 1.0, GPR151 activ -1.0 and TEAD-YAP block 0.
Screening O=[N+]([O-])c1ccc(Cl)c(CN2CCC(O)CC2)c1 returned MITF inh 35, FBW7 activator 0.1, GPR151 activ -1.0 and TEAD-YAP block 6.
Screening CCN(CC)C(=O)c1sc(NC(=O)c2cc(-c3ccc(Cl)cc3)nc3ccccc23)c(C(=O)OC(C)C)c1C returned MITF inh 8, FBW7 activator 0.1, GPR151 activ -0.6 and TEAD-YAP block 6.
CN(C)c1nc(N(C)C)nc(N(C#N)CCOc2ccccc2)n1 was read as MITF inh -1, FBW7 activator -0.1, GPR151 activ 0.8 and TEAD-YAP block -3.
O=C(Nc1cccc2nsnc12)c1cc(Br)ccc1NS(=O)(=O)c1ccc(Cl)cc1 was read as MITF inh 15, FBW7 activator 0.2, GPR151 activ 0.5 and TEAD-YAP block 3.
`CCCC1Nc2c(C(=O)O)ccc([N+](=O)[O-])c2C2C=CCC12` (configuration not stated) gave MITF inh 12, FBW7 activator -0.1, GPR151 activ -0.3 and TEAD-YAP block -1.
O=[N+]([O-])c1ccc(C(O)CNP2(=O)C=C(c3ccccc3)OC(c3ccccc3)=C2)cc1 (configuration not stated) was read as MITF inh -5, FBW7 activator -0.1, GPR151 activ 1.4 and TEAD-YAP block 9.
For O=C(CSc1nnc(-c2cccnc2)n1-c1ccccc1)c1c[nH]c2ccccc12 the results were MITF inh 4, FBW7 activator 0.1, GPR151 activ -0.7 and TEAD-YAP block 2.
`CCn1cc2c(n1)-c1c(oc(C(=O)Nc3cccc(C(C)=O)c3)c1C)CC2` gave MITF inh -2, FBW7 activator -0.1, GPR151 activ -0.4 and TEAD-YAP block -7.
For Cc1ccc(N(C(C)C(=O)Nc2cccc(N(C)S(C)(=O)=O)c2)S(C)(=O)=O)cc1 (configuration not stated) the results were MITF inh -5, FBW7 activator 0.8, GPR151 activ 0.6 and TEAD-YAP block 5.
`CS(=O)(=O)N(Cc1ccccc1)c1ccc(C(=O)N2CCC(C(N)=O)CC2)cc1` gave MITF inh 16, FBW7 activator 1.2, GPR151 activ -2.1 and TEAD-YAP block -8.
Screening C=CCn1c(SCC(=O)Nc2ccccc2)nc2sc(C)cc2c1=O returned MITF inh 5, FBW7 activator 0.0, GPR151 activ 0.7 and TEAD-YAP block 1.
Screening CCOc1cc(/C=C2/C(=N)N3N=C(C(F)(F)F)SC3=NC2=O)ccc1OCCOc1ccc(C(C)CC)cc1 (configuration not stated) returned MITF inh -4, FBW7 activator 0.1, GPR151 activ 0.0 and TEAD-YAP block 23.
Cc1cc(O)ccc1NC(=O)/C=C/c1ccccc1 was read as MITF inh -15, FBW7 activator -0.1, GPR151 activ -0.8 and TEAD-YAP block -6.
Screening Cc1ccc(-c2nc(CS(=O)CC(=O)NC3CC3)c(C)o2)cc1 (configuration not stated) returned MITF inh 2, FBW7 activator -0.3, GPR151 activ -1.1 and TEAD-YAP block -7.
`O=C(Cn1cnc2ccccc2c1=O)Nc1ccc(Cl)cc1` gave MITF inh 6, FBW7 activator -0.1, GPR151 activ -0.9 and TEAD-YAP block -1.
COc1cc(C2C(C(N)=O)=C(C)Nc3nnnn32)ccc1OCCC(C)C (configuration not stated) was read as MITF inh -1, FBW7 activator -0.2, GPR151 activ -1.1 and TEAD-YAP block 3.
`Cc1cc2c(NC3CCCN(C(=O)C(O)c4ccc(Cl)cc4)C3)cccc2nn1` (configuration not stated) gave MITF inh 56*, FBW7 activator -1.5, GPR151 activ -0.2 and TEAD-YAP block 6.
`O=C(Nc1nc(-c2ccccc2)c(-c2ccccc2)s1)c1cccc(Oc2ccccc2)c1` gave MITF inh -4, FBW7 activator 0.0, GPR151 activ 1.5 and TEAD-YAP block 2.
For CCOC(=O)c1c(-c2ccco2)csc1NC(=O)CSc1nnc2sc3ccccc3n12 the results were MITF inh -6, FBW7 activator -0.2, GPR151 activ 2.1 and TEAD-YAP block 3.
Nc1ccnc(Nc2ccc(-n3ccnc3)cc2)n1 was read as MITF inh 6, FBW7 activator 0.1, GPR151 activ -0.1 and TEAD-YAP block -13.
COc1ccc2oc(C)c(C(=O)Nc3cccc(Cl)c3)c2c1 was read as MITF inh -1, FBW7 activator 0.1, GPR151 activ 2.6 and TEAD-YAP block 14.
Cc1cccc(NC(=O)C(CC(C)C)NS(=O)(=O)c2ccc3c(c2)oc(=O)n3C)n1 (configuration not stated) was read as MITF inh 1, FBW7 activator -0.1, GPR151 activ 1.5 and TEAD-YAP block 12.
For CCCOC(=O)C1=C(C)NC2=C(C(=O)CCC2)C1c1ccc(OC)cc1OC (configuration not stated) the results were MITF inh -26, FBW7 activator 0.0, GPR151 activ -1.6 and TEAD-YAP block -5.
For Cc1c(Br)c([N+](=O)[O-])nn1CC(=O)Nn1c(-c2cccs2)nc2ccccc2c1=O the results were MITF inh -4, FBW7 activator -0.1, GPR151 activ 0.1 and TEAD-YAP block 2.
For CC(C)CCNC(=O)c1ccc2c(=O)n(Cc3ccco3)c(=S)[nH]c2c1 the results were MITF inh -7, FBW7 activator -0.2, GPR151 activ -0.1 and TEAD-YAP block -7.
For CC(C)CCN1CCc2nnc(C(C)NC(=O)COc3ccccc3)n2CC1 (configuration not stated) the results were MITF inh -7, FBW7 activator 0.2, GPR151 activ -0.3 and TEAD-YAP block 6.
Screening CCOC(=O)c1ccc(NC(=S)Nc2cc([N+](=O)[O-])ccc2OC)cc1 returned MITF inh 3, FBW7 activator -0.2, GPR151 activ -0.2 and TEAD-YAP block -7.
Screening O=C(NC1CC1)c1ccc(-c2cccc(C(=O)NCc3cccnc3)n2)cc1 returned MITF inh 7, FBW7 activator -0.1, GPR151 activ 0.4 and TEAD-YAP block -7.
For COc1ccc(CCNc2nc(OC)nc(-c3ccccc3)n2)cc1 the results were MITF inh 5, FBW7 activator 0.2, GPR151 activ 2.5 and TEAD-YAP block -3.
Screening O=C(Cn1nnc(-c2ccccc2NC(=O)c2ccccc2F)n1)Nc1ccccc1 returned MITF inh 12, FBW7 activator 0.0, GPR151 activ 0.1 and TEAD-YAP block 10.
COC(=O)C(Cc1ccccc1)NC(=O)/C=C/c1cccc([N+](=O)[O-])c1 (configuration not stated) was read as MITF inh -10, FBW7 activator 0.2, GPR151 activ 0.4 and TEAD-YAP block -2.
For CCOC(=O)N1CCN(Cc2nc3c(c(=O)[nH]c(=O)n3C)n2CCC(C)C)CC1 the results were MITF inh -7, FBW7 activator -0.2, GPR151 activ 2.5 and TEAD-YAP block -3.
For COc1ccc(NC(=O)[C@@H](NC(N)=O)C(C)C)cc1Cl the results were MITF inh 9, FBW7 activator 0.0, GPR151 activ -0.9 and TEAD-YAP block 8.
CC(=O)NC(=S)Nc1ccc(NC(=O)Cc2ccccc2)cc1 was read as MITF inh -3, FBW7 activator -0.2, GPR151 activ 4.6 and TEAD-YAP block -15.
For COc1ccc(Cl)cc1N(C)S(=O)(=O)c1cccc2nsnc12 the results were MITF inh -4, FBW7 activator -0.2, GPR151 activ 1.2 and TEAD-YAP block -4.
For O=C(c1ccccc1F)N1CCN(C2CC(=O)N(c3cccc(Cl)c3)C2=O)CC1 (configuration not stated) the results were MITF inh 5, FBW7 activator -0.1, GPR151 activ 4.8 and TEAD-YAP block -10.
`CC(C)(C)C(=O)N1CCN(C(=O)c2ccco2)CC1` gave MITF inh -11, FBW7 activator -0.2, GPR151 activ 0.1 and TEAD-YAP block -1.
Screening O=S(=O)(NC1CC1)c1cccc(S(=O)(=O)N2CCCC2)c1 returned MITF inh 5, FBW7 activator 0.2, GPR151 activ -0.1 and TEAD-YAP block -4.
`CCN(CC)S(=O)(=O)c1ccc(OC)c(NS(=O)(=O)c2ccc(OC)cc2)c1` gave MITF inh -7, FBW7 activator -0.1, GPR151 activ 0.1 and TEAD-YAP block -5.
`O=C1c2ccc([N+](=O)[O-])cc2C(=O)N1CNc1cc([N+](=O)[O-])ccc1O` gave MITF inh 8, FBW7 activator 1.0, GPR151 activ -0.3 and TEAD-YAP block -8.
CC(C)n1c(=O)[nH]c2c(C(N)=O)nc(-c3ccc4ncccc4c3)nc21 was read as MITF inh -2, FBW7 activator -0.1, GPR151 activ 0.9 and TEAD-YAP block 11.
Screening N#Cc1c(SCC(=O)Nc2ccc(Br)cc2)nc(-c2ccccc2)c2c1CCCC2 returned MITF inh -2, FBW7 activator -0.1, GPR151 activ 0.3 and TEAD-YAP block 13.
For COc1ccc(Oc2c(C(F)(F)F)oc3cc(OC(=O)c4ccccc4)ccc3c2=O)cc1 the results were MITF inh 12, FBW7 activator 0.2, GPR151 activ -3.8 and TEAD-YAP block -3.
COc1ccc(NC(=O)c2ccc(Nc3nc(-c4ccccc4)c4cc(Br)ccc4n3)cc2)c(OC)c1 was read as MITF inh -8, FBW7 activator 0.0, GPR151 activ 0.0 and TEAD-YAP block -4.
COc1ccc(C(=O)Nc2nc(-c3cc4ccccc4o3)cs2)cc1OC was read as MITF inh 0, FBW7 activator -0.1, GPR151 activ 0.9 and TEAD-YAP block 3.
For Cc1cc(C)c(NC(=O)Cn2c3ccccc3c3nc4ccccc4nc32)c(C)c1 the results were MITF inh 16, FBW7 activator 0.6, GPR151 activ 1.5 and TEAD-YAP block 8.
`CCOc1cc(C(=O)Nc2ccc3nn(-c4ccc(CC)cc4)nc3c2)cc(OCC)c1OCC` gave MITF inh -7, FBW7 activator -0.2, GPR151 activ 0.4 and TEAD-YAP block -4.
Screening CC(=O)c1cccc(-c2cnc3ccc(NCc4ccc(F)cc4)nn23)c1 returned MITF inh -16, FBW7 activator -0.2, GPR151 activ 0.9 and TEAD-YAP block -1.
For COc1cc(C2C3=C(CCCC3=O)OC3=C2C(=O)CCC3)cc(OC)c1OC the results were MITF inh 0, FBW7 activator -0.2, GPR151 activ 0.2 and TEAD-YAP block -6.
O=C(COC(=O)CNC(=O)c1ccccc1F)Nc1cccnc1Cl was read as MITF inh -4, FBW7 activator 0.2, GPR151 activ 1.3 and TEAD-YAP block 2.
For COc1cc(C(=O)NC(c2ccc(Cl)cc2)c2cc([N+](=O)[O-])c3cccnc3c2O)cc(OC)c1OC (configuration not stated) the results were MITF inh 13, FBW7 activator -0.3, GPR151 activ -0.5 and TEAD-YAP block 9.
`Cc1ccc2onc(CNC(=O)Nc3ccc4c(c3)OCCO4)c2c1` gave MITF inh -5, FBW7 activator 0.0, GPR151 activ -0.5 and TEAD-YAP block 4.
Screening COc1ccc(S(=O)(=O)NCC(c2ccco2)S(=O)(=O)c2cccs2)cc1C (configuration not stated) returned MITF inh 0, FBW7 activator -0.1, GPR151 activ 0.6 and TEAD-YAP block 16.
Screening CN(Cc1ccccc1)C(=O)c1n[nH]c(=O)c2ccccc12 returned MITF inh 8, FBW7 activator 0.2, GPR151 activ -1.3 and TEAD-YAP block -12.
Screening c1ccc(CNc2nc(Nc3ccccn3)nc3c2ncn3C2CCCCC2)cc1 returned MITF inh 0, FBW7 activator 0.0, GPR151 activ 0.3 and TEAD-YAP block 5.
`CCC(CC)NS(=O)(=O)c1ccc(F)cc1` gave MITF inh 20, FBW7 activator 0.5, GPR151 activ -0.6 and TEAD-YAP block -2.
CC(C)NC(=O)c1nnn(-c2cccc(C(F)(F)F)c2)c1N was read as MITF inh -4, FBW7 activator -0.1, GPR151 activ -0.6 and TEAD-YAP block -4.
`CCCN1C(=O)/C(=C/c2ccc(OCC(=O)O)c(Cl)c2)NC1=S` gave MITF inh 3, FBW7 activator 0.1, GPR151 activ 0.6 and TEAD-YAP block 3.

Molecules shown so far that contain a nitro group on carbon (8):
Screening O=[N+]([O-])c1ccc(Cl)c(CN2CCC(O)CC2)c1 returned MITF inh 35, FBW7 activator 0.1, GPR151 activ -1.0 and TEAD-YAP block 6.
`CCCC1Nc2c(C(=O)O)ccc([N+](=O)[O-])c2C2C=CCC12` (configuration not stated) gave MITF inh 12, FBW7 activator -0.1, GPR151 activ -0.3 and TEAD-YAP block -1.
O=[N+]([O-])c1ccc(C(O)CNP2(=O)C=C(c3ccccc3)OC(c3ccccc3)=C2)cc1 (configuration not stated) was read as MITF inh -5, FBW7 activator -0.1, GPR151 activ 1.4 and TEAD-YAP block 9.
For Cc1c(Br)c([N+](=O)[O-])nn1CC(=O)Nn1c(-c2cccs2)nc2ccccc2c1=O the results were MITF inh -4, FBW7 activator -0.1, GPR151 activ 0.1 and TEAD-YAP block 2.
Screening CCOC(=O)c1ccc(NC(=S)Nc2cc([N+](=O)[O-])ccc2OC)cc1 returned MITF inh 3, FBW7 activator -0.2, GPR151 activ -0.2 and TEAD-YAP block -7.
COC(=O)C(Cc1ccccc1)NC(=O)/C=C/c1cccc([N+](=O)[O-])c1 (configuration not stated) was read as MITF inh -10, FBW7 activator 0.2, GPR151 activ 0.4 and TEAD-YAP block -2.
`O=C1c2ccc([N+](=O)[O-])cc2C(=O)N1CNc1cc([N+](=O)[O-])ccc1O` gave MITF inh 8, FBW7 activator 1.0, GPR151 activ -0.3 and TEAD-YAP block -8.
For COc1cc(C(=O)NC(c2ccc(Cl)cc2)c2cc([N+](=O)[O-])c3cccnc3c2O)cc(OC)c1OC (configuration not stated) the results were MITF inh 13, FBW7 activator -0.3, GPR151 activ -0.5 and TEAD-YAP block 9.
